RORg inh: inhibitors of mouse ROR gamma transcriptional activity; P51450; Drosophila S2 Gal4-RORgamma UAS-luciferase reporter, 20 h; 310,000 tested, 5.4% active; AID 2551; Potency, µM (highest dose often 53.6 µM), for the others: at the top dose activity change, negative = inhibition, hits mostly inhibitors; further: on the % scale 0 is the no-effect control and ±100 the full control effect; nearly all actives have a fitted effect of over 60% in size
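Drosophila Schneider cells stably carrying a metallothionein-driven Gal4 DBD–ROR gamma fusion and a UAS-Photinus luciferase reporter were exposed to compound for 1 hr, then induced with copper sulfate (700 uM final) for 20 hr at ambient temperature before luminescence reading.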
BRCA1 expr act: increases BRCA1 expression | MCF7-BRCA1-FFLuc reporter, luminescence, 48 h; response scale: scaled: vehicle 0%, 10 µM genistein 100% | Potency, µM (top dose mostly 46.1 µM), for inactives: top-dose activation, hits mostly activators | 380,000 tested, 1.1% active; further: nearly all actives have a fitted effect of over 80% in size; some results filed as inactive show a strong effect at the top dose
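MCF7-BRCA1-FFLuc, 2000 cells/well; 2 h attach, 37 °C/5% CO2; compound 48 h; luciferase substrate 15 min; luminescence end-point. Norm. to genistein 10 microM max activation and DMSO; concentration-response curves fitted.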
p53 reactivator: mutant p53 re-activation in reporter cells; H1299 p53-A138V BP100-luciferase reporter, luminescence, 24 h; Potency, µM (top dose mostly 92.2 µM), inactives show at the highest dose activity change, positive = activation, actives largely listed as activators; 320,000 tested, 0.063% active; AID 504706; further: % of control where 0% means no effect; nearly all actives have a fitted effect of over 45% in size
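H1299 (p53-null), stable ts p53-A138V + BP100-Luc; 1000 cells/well, Opti-MEM/10% FBS; cpd 4 pt, 1:5; 24 h, 37 deg C, 5% CO2; detection reagent 10 min RT; luminescence.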
FLuc modulator: firefly luciferase modulation, counter-screen for miR-21 project; 360,000 tested, 6.9% active; purified FLuc, Km substrates, luminescence inhibition; AID 588342; P08659; Potency, µM (highest dose often 57.5 µM), for inactives: at the top dose activity change, negative = inhibition, most hits filed as inhibitors;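 further: plate controls were vehicle for no effect and reference inhibitor for full effect; nearly all actives have a fitted effect of over 55% in size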
Target sequence (P08659 whole entry, looked up): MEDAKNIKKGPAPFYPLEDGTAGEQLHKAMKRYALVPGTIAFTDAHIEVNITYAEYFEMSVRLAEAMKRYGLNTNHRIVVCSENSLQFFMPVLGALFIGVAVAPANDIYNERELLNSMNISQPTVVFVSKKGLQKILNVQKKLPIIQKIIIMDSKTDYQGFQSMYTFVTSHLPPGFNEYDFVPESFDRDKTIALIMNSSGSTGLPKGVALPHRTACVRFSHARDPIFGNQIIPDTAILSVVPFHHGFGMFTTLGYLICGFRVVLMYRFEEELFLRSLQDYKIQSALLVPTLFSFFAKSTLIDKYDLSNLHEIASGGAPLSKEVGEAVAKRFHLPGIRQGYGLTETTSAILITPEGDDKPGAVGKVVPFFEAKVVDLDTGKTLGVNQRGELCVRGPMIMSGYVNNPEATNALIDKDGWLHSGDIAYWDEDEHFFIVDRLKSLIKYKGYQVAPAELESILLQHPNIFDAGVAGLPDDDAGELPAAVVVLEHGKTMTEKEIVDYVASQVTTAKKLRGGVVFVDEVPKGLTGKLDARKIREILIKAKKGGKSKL
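Purified P. pyralis luciferase, 10 nM final, with Km-level 10 uM D-luciferin and 10 uM ATP in 50 mM Tris acetate pH 7.5, 10 mM Mg acetate, 0.01% Tween-20, 0.05% BSA; 6-point qHTS titration about 60 µM downward; luminescence read.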
VP16 counter: inhibits Gal4-VP16 luciferase reporter, ROR gamma counter-screen; Potency, µM (titrated, usually from 53.6 µM), without a hit: at the top dose activity, negative = inhibition, usual class: inhibitors; Drosophila S2 Gal4-VP16 UAS-luciferase, luminescence, 20 h; 310,000 tested, 3.5% active; AID 2546;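 further: Gal4-VP16 expression switched on by copper sulfate through the metallothionein promoter; on the % scale 0 is the no-effect control and ±100 the full control effect; nearly all actives have a fitted effect of over 50% in size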
ELG1 genotox: induces genotoxicity in HEK293T cells with luciferase-tagged ELG1; HEK293T ELG1-luciferase reporter, luminescence, 16 h; 330,000 tested, 1.3% active; AID 504466; Potency, µM (series often up to 46 µM), inactives show top-dose activity change, positive = activation, usual class: activators; further: % of control where 0% means no effect; nearly all actives have a fitted effect of over 60% in size
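ELG1-luciferase HEK293T cells, 2,000/well; compound pinned in; 16 hr, 37 °C, 5% CO2; ONE-Glo, 30 min RT; luminescence on CCD imager.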
NPC1 promoter act: NPC1 promoter activation. Huh7 NPC1 promoter luciferase reporter, 24 h. Potency, µM (titrated, usually from 9.22 µM), for the others: top-dose activation, usual class: activators. 320,000 tested, 2.4% active. AID 485313;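 further: % of control where 0% means no effect; nearly all actives have a fitted effect of over 60% in size; reporter is driven by a mutant NPC1 promoter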
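Stably transfected Huh7 (NPC1 promoter→luciferase), 1500 cells/well in Opti-MEM + 10% FBS, 2 h settle, then compound 24 h at 37 °C. Luminescence after 10 min with Amplite reagent.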
Rab9 promoter act: activators of Rab9 promoter | Huh7 Rab9 promoter-luciferase reporter, luminescence, 24 h | Potency, µM (highest dose often 9.22 µM), for the others: at the highest dose activation, negative = inhibition, hits mostly activators | 320,000 tested, 2.8% active; further: % of control where 0% means no effect; nearly all actives have a fitted effect of over 60% in size
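Huh7 cells stably carrying a Rab9 promoter-luciferase reporter, 1500 cells per well in OP-MEM I with 10% FBS, treated with compound 24 hours at 37C. Luciferase activity read by luminescence after 10 minutes with Amplite reagent.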
uPA generation: blocks generation of uPA at the cell surface; cell surface uPA generation assay, qHTS; 330,000 tested, 0.31% active; Potency, µM (doses to about 38.3 µM), for the others: at the highest dose activity change, negative = inhibition, usual class: inhibitors; active means well fitted inhibition curve with a large enough effect; inconclusive means small, poorly fitted or top-dose-only effect; inactive means no such curve, though single readings can be large or run the other way; tested in mouse RAW 264.7 cells; further: on the % scale 0 is the no-effect control and ±100 the full control effect; nearly all actives have a fitted effect of over 55% in size
MBNL1-CUG inh: blocks human MBNL1 binding to CUG repeat RNA | Q9NR56 | TR-FRET MBNL1-His/biotin-(CUG)12 binding, 665/545 ratio | Potency, µM (doses to about 57.5 µM), without a hit: at the top dose activity change, negative = inhibition, actives largely listed as inhibitors | 280,000 tested, 0.036% active | AID 2675; active means well fitted inhibition curve with a large enough effect in the signal ratio, with a control signal flat, not every such curve was filed as active; inconclusive means small, poorly fitted or top-dose-only effect, or effect the other way, or a change in a side signal; inactive means no such curve, though single readings can be large or run the other way; the % refers to the signal ratio; further: on the % scale 0 is the no-effect control and ±100 the full control effect
Target sequence (Q9NR56 whole entry, looked up): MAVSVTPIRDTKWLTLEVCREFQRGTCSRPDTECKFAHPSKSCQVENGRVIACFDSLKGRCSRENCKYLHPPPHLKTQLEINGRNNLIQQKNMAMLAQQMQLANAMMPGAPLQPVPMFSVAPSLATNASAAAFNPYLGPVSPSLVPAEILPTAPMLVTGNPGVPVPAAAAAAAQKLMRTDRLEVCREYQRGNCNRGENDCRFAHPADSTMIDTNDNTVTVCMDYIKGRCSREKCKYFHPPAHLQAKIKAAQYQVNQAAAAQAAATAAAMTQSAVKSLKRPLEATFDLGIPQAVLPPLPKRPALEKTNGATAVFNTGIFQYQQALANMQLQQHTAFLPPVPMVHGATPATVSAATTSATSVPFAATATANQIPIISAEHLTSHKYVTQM
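TR-FRET between His-tagged MBNL1 and biotin-(CUG)12 RNA, detected with Tb anti-His antibody (0.055 ng/ul) and streptavidin-XL665 (5 nM), 60 min at room temperature. Compounds titrated 92 nM to 58 uM; 665/545 nm ratio normalized to buffer and complex controls.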
Numbers without * were called inactive; ? = inconclusive; . = not tested or not shown; & = joins results of further samples; [ ] = dose if it differs, or a comment. Unless noted, the call rests on the fitted dose curve; in most records, active means well fitted curve in the direction sought with a large enough effect; inconclusive means small, poorly fitted or top-dose-only effect, or another doubt; inactive means no such curve, though single readings can be large; an effect the other way counts as inactive or inconclusive. Potency means the concentration at half of the fitted maximal effect.

smiles	RORg inh	BRCA1 expr act	p53 reactivator	FLuc modulator	VP16 counter	ELG1 genotox	NPC1 promoter act	Rab9 promoter act	uPA generation	MBNL1-CUG inh
O=C1NC(Cc2ccccc2)c2nc3ccc(Cl)cc3c(=O)n2-c2ccc(Cl)cc21 (stereo unspecified)	.	.	1.5%	2.1%	.	0.0%	-0.3%	4.3%	.	.
Cc1ccc(-c2csc3ncn(Cc4ccc(C(=O)O)cc4)c(=O)c23)cc1C	?	-8.4%	-3.2%	-16.8%	-13.3%	2.9%	-2.0%	-4.4%	10.6%	3.5%
COc1ccc(C2OCC3(CO2)SC(=O)NC3=O)cc1 (stereo unspecified)	1.9%	-14.5%	-1.7%	1.7%	?	-1.4%	-3.2%	1.0%	1.5%	5.0%
C[C@H](NC(=O)OCc1ccccc1)C(=O)NNC(=O)[C@H](Cc1ccccc1)NC(=O)OC(C)(C)C	1.9%	-9.6%	1.0%	0.4%	-15.4%	2.9%	0.7%	-1.7%	1.5%	-7.9%
CCOc1cc(/C=C2/C(=N)N3C(=NC2=O)SN=C3S(=O)(=O)C(C)C)ccc1OC(=O)c1ccco1	-1.3%	8.2%	3.9%	-18.5%	1.2%	2.8%	-3.2%	-6.2%	0.4%	7.5%
CCOC(=O)CC(=O)CSc1ncnc2c1nnn2-c1ccc(OC)cc1	8.91µM*	-27.4%	7.2%	?	-3.1%	5.0%	-3.8%	4.6%	-1.2%	15.6%
Cc1cccc(C(=O)NCC(C)NC(=O)c2cccc(C)c2)c1 (stereo unspecified)	-2.4%	0.3%	-12.8%	-0.8%	1.0%	2.9%	-0.9%	-7.4%	-3.4%	-4.8%
O=c1sc2ccccc2n1Cc1ccccc1	13.0%	-10.5%	3.7%	-9.8%	-6.8%	4.7%	-2.9%	-2.0%	1.5%	-9.9%
O=C(O)C1CCCN1C(=O)Nc1ccc(F)cc1 (stereo unspecified)	-6.5%	0.9%	-6.8%	6.1%	-1.0%	2.8%	-1.2%	-4.1%	1.0%	4.7%
FC(F)(F)c1nnc2ccc(N3CCN(c4ccccc4)CC3)nn12	-20.8%	-9.2%	-1.2%	-2.0%	11.4%	9.2%	0.1%	-6.2%	-0.8%	0.1%
Cc1cc2nc(-c3ccc[nH]c3=O)n(Cc3cccc(F)c3)c2cc1C	43.2%	19.1%	13.1%	?	11.4%	6.7%	1.1%	1.3%[1.84 µM]	-1.2%	2.8%
COc1ccc(S(=O)(=O)N2CCC(C(=O)O)(c3ccccc3)CC2)cc1	-17.1%	-25.2%	.	3.2%	4.2%	2.6%	1.2%	-4.9%	3.0%	-4.9%
COc1cc(-c2cc(C(=O)NCCc3ccc(S(N)(=O)=O)cc3)c3ccccc3n2)cc(OC)c1OC	-3.9%	-14.3%	-5.1%	-14.9%	-3.5%	-2.6%	1.5%	-4.5%	0.6%	?
CC(Oc1ccc2c(-c3ccccc3)cc(=O)oc2c1)C(=O)NCC1CCC(C(=O)O)CC1 (stereo unspecified)	31.4%&44.8%	16.3%&-2.7%	4.9%	?	-11.9%&15.4%	6.9%&9.9%	-1.1%&-6.0%	11.6%&-0.4%	-6.8%&-3.9%	?
COc1ccc(C(CNC(=O)c2ccc3c(c2)C(=O)N(CCC(C)C)C3=O)N2CCOCC2)cc1 (stereo unspecified)	?	-1.8%	1.2%	2.7%	-1.5%	-0.7%	0.9%	-4.1%	-0.4%	?
Cc1[nH]c2ccc(C(=O)OC(C)C(=O)NC3CCCCC3C)cc2c1C (stereo unspecified)	.	-42.5%	-10.2%	-1.2%	.	2.8%	-1.1%	-15.2%	40.2%[activator]	.
C[N+]1(CCOC(=O)C2(c3ccccc3)CCCC2)CCCCC1	0.3%	-14.8%	0.1%	-4.0%	-10.4%	3.1%	-1.6%	0.4%	-0.2%	-0.7%
CC(NC(=O)Nc1ccc([N+](=O)[O-])cc1)C(c1cccs1)N1CCCC1 (stereo unspecified)	9.8%	3.7%	-11.7%	4.3%	0.9%	-4.3%	-4.0%	2.0%	1.4%	?
CN1CCN(C2=C(Cl)C(=O)N(Cc3ccccc3)C2=O)CC1	15.3%	9.7%	20µM*	0.2%	0.8%	0.3%	5.5%	0.4%	-1.6%	?
Cc1cc(C)cc(C(=O)NCC(=O)OCC(=O)NC2CCCc3ccccc32)c1 (stereo unspecified)	.	0.1%	5.8%	.	.	2.1%	.	.	-0.7%	.
COc1ccc(C(=O)N2CCSC2=S)cc1OC	0.0%[0.365 µM]	-14.1%	1.4%	0.2%	.	-1.7%	-0.9%	-3.0%	-8.7%	-5.7%
CCN(CC)c1ccc(NC(=O)CN2C(=O)CC(C)(C)S(=O)(=O)c3ccccc32)c(C)c1	91.3%	-26.7%	-4.2%	1.3%	-1.6%	16.6%	0.8%	-1.9%	1.6%	-6.3%
COc1cc(NC(=O)C(F)(F)F)cc(OC)c1	-42.4%	3.4%	0.3%	3.0%	-0.6%	0.8%	8.6%	10.1%	3.4%	-12.0%
O=C(NC1CCCCCCC1)c1ccc(CNc2c(N3CCOCC3)c(=O)c2=O)cc1	-15.8%	35.5%	?	-16.7%	1.9%	1.9%	-1.9%	-0.6%	-1.6%	6.2%
CC(C)COc1cccc(C(=O)NNC(=O)C2COc3ccccc3O2)c1 (stereo unspecified)	-12.8%	1.8%	3.1%	6.3%	-16.0%	-0.2%	-1.0%	0.5%	5.0%	3.6%
COc1cc(C(=O)Nc2ncccc2C)ccc1OCC(=O)N1CCOCC1	.	6.3%	5.0%	3.1%	.	-2.1%	-2.6%	2.4%	20.3%	.
COc1cc(C(=O)OCC(=O)NC(=O)c2cccn2C)ccc1OC(F)F	27.0%	14.1%	-6.9%	2.1%	2.7%	6.5%	-3.8%	-4.4%	1.9%	.
Cc1cc(N=Nc2c(O)c3ccccc3[nH]c2=O)ccc1N=Nc1ccc(C(=O)N(C)C)cc1	-17.8%	21.4%	9.4%	?	-10.7%	17.4%	?	?	13.5%	12.8%
CCc1noc(C)c1C(=O)NC1CC(C)(C)Cc2c1cnn2-c1ccccc1 (stereo unspecified)	0.6%	.	-8.7%	2.6%	-4.9%	-0.7%	1.9%	3.6%	.	-8.2%
CC(=O)c1cccc(S(=O)(=O)NCCC(=O)Nc2ccc(S(N)(=O)=O)cc2)c1	-25.2%	-16.1%	0.8%	-0.7%	-8.6%	1.1%	-3.8%	-1.0%	-4.8%	-8.7%
COc1cccc(N2CN(C3CCCCC3)CNC2=S)c1	?	3.9%	-3.1%	-1.2%	-1.3%	0.7%	0.8%	0.9%	3.0%	.
O=c1cc(N2CCCCC2)[nH]c(=O)n1C1CCCCC1	5.4%	8.4%	3.9%	-8.3%	-5.6%	5.2%	7.0%	24.8%	-9.2%	6.7%
O=C(c1ccc(CS(=O)c2cccc(Cl)c2)o1)N1CCOCC1 (stereo unspecified)	8.0%	4.6%	-5.6%	0.5%	-1.4%	-0.1%	-1.4%	-8.0%	-13.1%	-5.9%
Cn1ncc(C(=O)Nc2ccc(OC(F)(F)F)cc2)c1-n1cccc1	37.9%	-37.6%	-4.5%	-14.3%	2.0%	4.2%	-2.8%	-2.9%	4.9%	-5.2%
COc1cc(NC(=O)COC(=O)CC(NC(C)=O)c2ccccc2)cc(OC)c1 (stereo unspecified)	-19.0%	-21.4%	0.4%	-0.6%	5.0%	-0.9%	0.1%	-0.1%	-2.8%	3.1%
CC(C)(C)c1ccc(C2=NC(=O)C(CC(=O)O)S2)cc1 (stereo unspecified)	16.6%	24.6%	10.2%	1.69µM*	25.3%	0.2%	11.6%	17.0%	0.0%	5.6%
CCN1CCN(C(=S)Nc2cc(C(=O)OC)ccc2C(=O)OC)CC1	-18.6%	-6.3%	-0.8%	-1.2%	-0.4%	1.5%	0.0%	0.0%	-3.0%	-10.1%
CCCCCCCN=C(C)c1ccccc1O	20.8%	-6.8%	-1.4%	-0.4%	-7.6%	-3.5%	-3.1%	-2.2%	2.1%	.
CCCc1c(C(=O)N/N=C/c2c(OC)ccc3ccccc23)nnn1-c1nonc1N	?	-29.3%	0.8%	-0.3%	?	4.3%	5.8%	3.6%	8.0%	-5.8%
Cc1ccc(CNC(=O)Nc2ccccc2)cc1	-21.0%	3.55µM*	16.1%	12µM*	?	9.2µM*	?	2.51µM*	-3.6%	1.4%
COc1ccc(CNC(=O)C2C3C=CC4(CN(Cc5cccnc5)C(=O)C24)O3)cc1 (stereo unspecified)	3.5%	0.0%	5.0%	4.5%	-8.6%	0.5%	-6.0%	-1.3%	4.5%	-10.7%

Compound activity: PubChem BioAssay, National Center for Advancing Translational Sciences (NCATS)

An unsorted share of the library; about 13% have a hit in one of these screens.
